Compound activity as filed in PubChem BioAssay.
IDE act – human IDE activators in live cells, primary screen, fluorescence polarization, HEK cells, FAbeta-B substrate; Insulin-degrading enzyme (Homo sapiens), P14735; FAbeta-B cleavage; 0% vehicle, 100% cell-free pure enzyme wells; activation, % at 5.96 µM; hit rate 0.073% among 340,000;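 active = activation above the mean of all tested compounds plus 3 SD, set per screening campaign, cut at about 17% in these data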
Target sequence (P14735 whole entry, looked up): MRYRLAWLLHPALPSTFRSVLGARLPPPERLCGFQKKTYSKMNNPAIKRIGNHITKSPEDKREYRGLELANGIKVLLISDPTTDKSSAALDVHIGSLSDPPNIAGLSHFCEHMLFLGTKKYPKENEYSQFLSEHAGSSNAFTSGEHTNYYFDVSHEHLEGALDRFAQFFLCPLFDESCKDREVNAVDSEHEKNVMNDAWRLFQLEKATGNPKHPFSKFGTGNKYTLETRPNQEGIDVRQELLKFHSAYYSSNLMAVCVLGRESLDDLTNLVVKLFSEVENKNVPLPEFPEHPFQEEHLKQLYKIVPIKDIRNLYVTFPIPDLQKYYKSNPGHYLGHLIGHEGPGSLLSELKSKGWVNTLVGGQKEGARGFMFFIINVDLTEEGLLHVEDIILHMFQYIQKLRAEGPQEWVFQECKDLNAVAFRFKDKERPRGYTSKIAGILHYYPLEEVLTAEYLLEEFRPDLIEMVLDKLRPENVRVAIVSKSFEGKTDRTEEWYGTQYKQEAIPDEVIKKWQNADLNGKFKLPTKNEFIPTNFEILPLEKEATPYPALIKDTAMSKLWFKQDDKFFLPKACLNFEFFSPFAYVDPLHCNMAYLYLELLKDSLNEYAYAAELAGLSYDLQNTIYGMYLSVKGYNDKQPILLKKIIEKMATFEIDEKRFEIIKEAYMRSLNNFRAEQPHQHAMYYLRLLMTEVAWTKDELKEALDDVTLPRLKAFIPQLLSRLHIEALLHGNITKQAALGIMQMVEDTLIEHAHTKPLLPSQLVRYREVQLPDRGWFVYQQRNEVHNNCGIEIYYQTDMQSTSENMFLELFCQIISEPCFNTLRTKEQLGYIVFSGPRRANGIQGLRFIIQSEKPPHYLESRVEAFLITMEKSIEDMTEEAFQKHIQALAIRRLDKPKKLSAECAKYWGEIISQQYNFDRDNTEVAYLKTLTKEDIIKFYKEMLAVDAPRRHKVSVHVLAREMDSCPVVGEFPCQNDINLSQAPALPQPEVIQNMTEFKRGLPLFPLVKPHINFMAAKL
IDE inh – human IDE inhibitors in live cells, primary screen, fluorescence polarization, HEK cells, FAbetaB substrate | inhibition, % at 5.59 µM | hit rate 0.41% among 320,000 | AID 434962, 2010 | Insulin-degrading enzyme (Homo sapiens), P14735 | FAbetaB cleavage;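 active = percent inhibition above the average of all tested compounds plus 3 SD, set per screening campaign, cut at about 16% in these data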;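 also: IDE supplied by intact live HEK cells; FP after avidin binding of uncleaved biotin substrate so inhibition keeps polarization high; 0% = DMSO wells and 100% = 60 µM reference IDE inhibitor Ii1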
The depositor's hits bear a star. These rows are one share of the data, so the mix of outcomes need not match the whole.

Values run as follows: IDE inh	IDE act
- CCC(C(=O)OCC(=O)NCc1ccc2c(c1)OCO2)c1ccccc1 (stereo unspecified)
 : -2	1
- COc1ccccc1NS(=O)(=O)c1cc(NC(=O)CCc2nc3ccccc3c(=O)[nH]2)ccc1C
 : 2	-12
- CSc1ncccc1C(=O)OCC(=O)NC(C)CCc1ccccc1 (stereo unspecified)
 : 5	2
- COc1ccc(-c2cn(CCO)c(-c3ccc(Cl)nc3)n2)cc1
 : -5	4
- COc1cccc(NC(=O)CN(C)C(=O)c2ccc(COc3ccccc3)cc2)c1
 : -3	3
- COc1cc(S(=O)(=O)N2CCOCC2)cc(C(=O)NCC(c2cccs2)N2CCOCC2)c1OC (stereo unspecified)
 : 5	1
- C[C@H]1CN([C@@H](C)CO)C(=O)c2cc(NC(=O)NC3CCCCC3)ccc2O[C@H]1CN(C)C(=O)Nc1ccc(C(F)(F)F)cc1
 : 10	-3
- CC(C)(C)OC(=O)[C@H](CCCCN)NC(=O)c1[nH]cnc1C(=O)N[C@@H](Cc1ccccc1)C(=O)OCc1ccccc1
 : 0	2
- NS(=O)(=O)c1ccc(CCNS(=O)(=O)c2ccc(Cl)s2)cc1
 : -2	3
- COCCN(C(=O)c1c(C)noc1C)c1c(N)n(CC(C)C)c(=O)[nH]c1=O
 : 0	6

Other structures.
Values run as follows: IDE inh	IDE act
- C[C@H](OC(=O)N1CCN(C(c2ccccc2)c2ccccc2)CC1)[C@@H]1O[C@@]2(C)CCC[C@H]1O2
 : 2	6
- COC(=O)[C@@]12CCCCN1[C@H](c1ccc(-c3ccccc3)cc1)[C@H]1C(=O)N(C)C(=O)[C@H]12
 : 2	6
- O=C(COC(=O)c1ccc(Cl)nc1)Nc1ccc(N2CCCCC2)cc1
 : 1	5
- COc1cc(Br)ccc1NC(=O)c1ccccc1-c1ccccc1C(=O)O
 : -1	1
- CCN(CC(=O)Nc1c(F)cccc1F)C(=O)c1cc(-c2cccs2)nn1-c1ccccc1
 : 1	0
- CN(Cc1ccccc1)C(=O)COC(=O)CCN1C(=O)C2CC=CCC2C1=O (stereo unspecified)
 : -3	-1
- CC(C)N(C)S(=O)(=O)c1ccc(NC(=O)CSC(=S)N2CCCC2)cc1
 : -4	5
- COc1cc(OC)cc(C(=O)OCC(=O)Nc2cccc(S(=O)(=O)NC3=NCCCCC3)c2)c1
 : 0	2
- CCCn1c(SCC(=O)Nc2ccc(Cl)cc2F)nc(O)cc1=O
 : -1	2
- COC(=O)C1=C(C)N(Cc2ccccc2)C(=NCC(C)C)N[C@H]1c1cccc(C(F)(F)F)c1
 : 6	16

Next part; the last 5 above are carried over.
Values run as follows: IDE inh	IDE act
- CN(Cc1ccccc1)C(=O)COC(=O)CCN1C(=O)C2CC=CCC2C1=O (stereo unspecified)
 : -3	-1
- CC(C)N(C)S(=O)(=O)c1ccc(NC(=O)CSC(=S)N2CCCC2)cc1
 : -4	5
- COc1cc(OC)cc(C(=O)OCC(=O)Nc2cccc(S(=O)(=O)NC3=NCCCCC3)c2)c1
 : 0	2
- CCCn1c(SCC(=O)Nc2ccc(Cl)cc2F)nc(O)cc1=O
 : -1	2
- COC(=O)C1=C(C)N(Cc2ccccc2)C(=NCC(C)C)N[C@H]1c1cccc(C(F)(F)F)c1
 : 6	16
- O=C(NCc1ccc(Cl)cc1)c1ccc(S(=O)(=O)N2CCCCC2)cc1
 : -3	3
- CCCNC(=O)c1ccc(N2CCC3(CC2)CC(c2cccc(Br)c2)=NO3)c(NC(=O)c2c(Cl)cccc2Cl)c1
 : 1	-3
- O=C(CN1C(=O)NC2(CCCCC2)C1=O)NNC(=O)C1CC1
 : -3	3
- CC(=O)N1CCN(S(=O)(=O)c2cccc(C(=O)Nc3ccccc3N3CCCC3)c2)CC1
 : -2	5
- CNS(=O)(=O)c1cccc(C(=O)OCC(=O)N2CCN(C(=O)c3ccco3)CC2)c1
 : 5	9
- Cc1cccc(S(=O)(=O)N2CCn3cccc3C2C)c1 (stereo unspecified)
 : 0	-6
- CC(C)C[C@@]12C(=O)N(c3cccc(Br)c3)C(=O)N1[C@H](c1ccc(Cl)cc1)[C@@H]1C(=O)N(C3CCCCC3)C(=O)[C@@H]12
 : 2	-4
- O=C(NNC(=O)c1csc(N2CCOCC2)n1)c1cccnc1
 : 3	-2
- O=C(Nc1ccccc1N1CCOCC1)c1cc(=O)[nH]c2ccccc12
 : 3	3
- CCOC(=O)c1c(C)[nH]c(NC(=O)NNC(=O)c2ccccc2Cl)c1C
 : 3	3

Full records from above. Order of values: IDE inh	IDE act
CC(=O)N1CCN(S(=O)(=O)c2cccc(C(=O)Nc3ccccc3N3CCCC3)c2)CC1 across the screens: -2	5
CC(C)C[C@@]12C(=O)N(c3cccc(Br)c3)C(=O)N1[C@H](c1ccc(Cl)cc1)[C@@H]1C(=O)N(C3CCCCC3)C(=O)[C@@H]12 across the screens: 2	-4

Other results follow.
Values run as follows: IDE inh	IDE act
- COc1ccc(CCNC(=O)c2cc(-c3ccccn3)nc3ccccc23)cc1
 : 6	-2
- Cc1cccc2c(C(=O)O)c3cccc(C)c3nc12
 : -8	0
- CC1(c2ccc(OC(F)F)cc2)NC(=O)N(CC(=O)N2c3ccccc3NC(=O)C2(C)C)C1=O (stereo unspecified)
 : 6	1
- O=C(CSc1nncs1)Nc1ccc2[nH]c(=O)[nH]c2c1
 : 2	4
- COC(=O)c1cc2c(ccc3ccccc32)oc1=O
 : 0	1
- CCOc1ccc(CC(=O)NCCS(=O)(=O)N2CCN(c3ccccc3)CC2)cc1
 : -1	1
- Cc1ccc(C(=O)OCC(=O)NCc2ccc(F)cc2)o1
 : -3	-2
- COc1ccccc1CCC(=O)N1CCN(S(=O)(=O)c2cc(C(F)(F)F)ccc2Cl)CC1
 : -6	1
- CCOC(=O)COc1c(Cl)cc(/C=C2\N=C(C)OC2=O)cc1OC
 : 8	5
- O=C(NC1(Cc2ccccc2)CCN(CCc2cccs2)C1=O)c1ccccc1 (stereo unspecified)
 : 3	6

(further entries)
Values run as follows: IDE inh	IDE act
- CC(C)(C)C1N=C(c2ccc3ccccc3c2)OC1=O (stereo unspecified)
 : 5	5
- COC(=O)[C@]1(Cc2ccccc2)N[C@H](CN(C)S(=O)(=O)c2ccc(OC(F)(F)F)cc2)[C@@H]2C(=O)N(Cc3ccccc3)C(=O)[C@@H]21
 : 4	-3
- CSc1ccccc1C(=O)OCC(=O)Nc1cccnc1Cl
 : 2	2
- COc1ccc(NC(=O)c2cc(S(=O)(=O)N3CCCC3)ccc2C)cn1
 : -2	0
- COc1ccc(S(=O)(=O)Nc2cccc3c2O[C@H](CN(C)C(=O)Nc2c(C)noc2C)[C@@H](C)CN([C@H](C)CO)C3=O)cc1
 : 3	-1
- CC(C)(O)CC[C@@H](O)[C@](C)(O)C1CC[C@@]2(O)C3=CC(=O)[C@]4(O)C[C@@H](O)[C@@H](O)C[C@]4(C)C3CC[C@]12C (stereo partly specified)
 : 9	-1
- Cc1cccnc1NC(=O)CNC(=O)COc1ccccc1
 : 10	3
- CC(=O)c1ccccn1
 : 4	6
- C=C[C@H](Cc1ccccc1)N(Cc1ccccc1)S(=O)(=O)N(Cc1ccccc1)[C@H](C=C)Cc1ccccc1
 : 0	-1
- COc1ccc(-c2ccc3nnc(SCC(=O)N4CCCC4)n3n2)cc1
 : -6	1

Exported as tab-separated lines: part of the list above
canonical_smiles	IDE inh	IDE act
C=C[C@H](Cc1ccccc1)N(Cc1ccccc1)S(=O)(=O)N(Cc1ccccc1)[C@H](C=C)Cc1ccccc1	0	-1
COc1ccc(S(=O)(=O)Nc2cccc3c2O[C@H](CN(C)C(=O)Nc2c(C)noc2C)[C@@H](C)CN([C@H](C)CO)C3=O)cc1	3	-1
CSc1ccccc1C(=O)OCC(=O)Nc1cccnc1Cl	2	2
COC(=O)[C@]1(Cc2ccccc2)N[C@H](CN(C)S(=O)(=O)c2ccc(OC(F)(F)F)cc2)[C@@H]2C(=O)N(Cc3ccccc3)C(=O)[C@@H]21	4	-3
CC(C)(O)CC[C@@H](O)[C@](C)(O)C1CC[C@@]2(O)C3=CC(=O)[C@]4(O)C[C@@H](O)[C@@H](O)C[C@]4(C)C3CC[C@]12C (stereo partly specified)	9	-1

Carrying on:
Values run as follows: IDE inh	IDE act
- CCN(c1ccccc1)S(=O)(=O)c1cc(NC(=O)C2CC2)ccc1Cl
 : -1	-1
- COc1ccc(CCNC(=O)c2cc(S(=O)(=O)N3CCOCC3)ccc2F)cc1
 : 3	1
- COc1cc2nc(N(CCCN(C)C)C(=O)c3ccc(S(=O)(=O)N4CCc5ccccc5C4)cc3)sc2cc1OC
 : -8	6
- COc1ccc(COC(=O)Oc2ccc(CNC(C)=O)cc2OC)c([N+](=O)[O-])c1
 : 10	0
- COc1ccc(C(=O)NCCS(=O)(=O)NCc2cccs2)cc1
 : -8	1
- C=CCC[C@@H](Cc1ccc(F)cc1)C(=O)OC[C@@H](NC(=O)[C@@H](CC=C)CC(=O)N[C@H](CO)Cc1ccccc1)C(C)(C)C
 : -5	8
- CC(C)CN(C(=O)COc1ccc(Br)cc1C=O)C1CCS(=O)(=O)C1 (stereo unspecified)
 : 4	4
- O=C(CSC1=NS(=O)(=O)c2ccccc2N1)Nc1ccc(F)cc1
 : 1	7
- Cc1cc(C)n2nc(SCC(=O)N3CC(C)CC(C)C3)nc2n1 (stereo unspecified)
 : -1	3
- COCCOc1ccc(C(F)(F)F)cc1NC(=O)CN1C(=O)NC2(CCCc3ccccc32)C1=O (stereo unspecified)
 : 2	-2

Continuation.
Values run as follows: IDE inh	IDE act
- CC(C)N(Cc1ccccc1)C(=O)CN1C(=O)NC2(CCOc3ccccc32)C1=O (stereo unspecified)
 : 2	3
- CC1CN(S(=O)(=O)c2ccc(C(=O)Nc3nncs3)cc2)CC(C)O1 (stereo unspecified)
 : 2	26*
- C=CCC[C@@H](Cc1ccc(F)cc1)C(=O)OC[C@H](Cc1c[nH]c2ccccc12)NC(=O)[C@@H](CC=C)CC(=O)N[C@@H](CO)Cc1ccccc1
 : -3	12
- O=C(c1ccc(F)c(S(=O)(=O)N2CCOCC2)c1)N(CCc1ccccc1)Cc1ccccc1
 : 5	2
- CC(C)Oc1ccc(S(=O)(=O)N2CCCCC2)cc1NC(=O)CN1C(=O)NC2(CCCC2)C1=O
 : 5	7
- O=C(Cc1ccccc1)OCC(=O)c1cccc([N+](=O)[O-])c1
 : 1	5
- COc1ccc2nc(NC(=O)CSC(C)C(=O)Nc3cc(C)on3)sc2c1 (stereo unspecified)
 : 2	8
- C[C@H](CO)N1C[C@H](C)[C@@H](CN(C)S(=O)(=O)c2ccccc2)Oc2ccc(NS(=O)(=O)c3cccs3)cc2C1=O
 : 6	4
- O=C(CN1C(=O)NC2(CCc3ccccc32)C1=O)Nc1ccccc1OC(F)F (stereo unspecified)
 : 7	-1
- O=C1COc2ccc(C(=O)COC(=O)c3ncc(Cl)c(Cl)c3Cl)cc2N1
 : 7	-5

The list continues:
Values run as follows: IDE inh	IDE act
- CN(C(=O)CSc1nnc(C2CC2)n1C1CC1)C1(C#N)CCCCC1
 : -2	5
- CCOC(=O)C1CCCN(C(=O)c2cccc(N3C(=O)c4ccccc4C3=O)c2)C1 (stereo unspecified)
 : 0	0
- CC1CCN(S(=O)(=O)c2ccc(C(=O)NC3CCS(=O)(=O)C3)cc2)CC1 (stereo unspecified)
 : 2	5
- CCc1cc(=O)[nH]c(SCC(=O)NCc2ccc3c(c2)OCO3)n1
 : -2	-4
- COc1cc(C(=O)NCc2ccc(S(N)(=O)=O)cc2)ccc1OCC(=O)Nc1cccc(C(F)(F)F)c1
 : 0	6
- O=C(CN1C(=O)NC(c2ccccc2)(c2ccccc2)C1=O)NCc1ccccc1
 : 4	2
- O=C(CN1C(=O)NC2(CCCC2)C1=O)Nc1nc2ccccc2[nH]1
 : 4	-2
- CC1CN(S(=O)(=O)c2cccc(C(=O)OCCOc3ccccc3)c2)CC(C)O1 (stereo unspecified)
 : 7	2
- Cc1cccc(C)c1NC(=O)CN(C)C(=O)COc1cccc2c1OC(C)(C)C2
 : 8	-4
- NC(=O)COC(=O)c1ccccc1SCC(=O)NC1CCCCCCC1
 : -2	3

Three structures already listed, arranged by count of non-hydrogen atoms, ascending:
Values run as follows: IDE inh	IDE act
- O=C(Cc1ccccc1)OCC(=O)c1cccc([N+](=O)[O-])c1
 : 1	5
- CC1CCN(S(=O)(=O)c2ccc(C(=O)NC3CCS(=O)(=O)C3)cc2)CC1 (stereo unspecified)
 : 2	5
- CC(C)(O)CC[C@@H](O)[C@](C)(O)C1CC[C@@]2(O)C3=CC(=O)[C@]4(O)C[C@@H](O)[C@@H](O)C[C@]4(C)C3CC[C@]12C (stereo partly specified)
 : 9	-1

(cont.)
Values run as follows: IDE inh	IDE act
- COc1ccc(C(=O)N2CCN(c3ccc(C(C)=O)cc3)CC2)cc1S(=O)(=O)N1CCCC1
 : 3	-2
- COc1ccc(-c2csc(NC(=O)CSCC(=O)Nc3cc(C)on3)n2)c(OC)c1
 : -2	-1
- COCCN1C(=O)N[C@@H](c2cccc(C(F)(F)F)c2)[C@@H](C(=O)OC)[C@H]1C
 : 2	4
- COc1ccc(Nc2cc(C)nc(N3CCN(C(=O)c4ccc5c(c4)OCO5)CC3)n2)cc1
 : 0	1
